Screening results: PubChem, National Center for Advancing Translational Sciences (NCATS)
Anesthetic bind – binds horse apoferritin like a general anesthetic. P02791. apoferritin/1-aminoanthracene competitive binding, fluorescence. Potency, µM (doses to about 77.5 µM), for the others: at the top dose activity change, negative = displacement, hits mostly inhibitors. 0.074% of 350,000 active. AID 485281; also: potency is read from the fitted curve at half-maximal effect; % is scaled to controls: 0 for no effect and ±100 for the full control effect; nearly all actives have a fitted effect of over 20% in size
Target sequence (P02791 2-175 limits assumed): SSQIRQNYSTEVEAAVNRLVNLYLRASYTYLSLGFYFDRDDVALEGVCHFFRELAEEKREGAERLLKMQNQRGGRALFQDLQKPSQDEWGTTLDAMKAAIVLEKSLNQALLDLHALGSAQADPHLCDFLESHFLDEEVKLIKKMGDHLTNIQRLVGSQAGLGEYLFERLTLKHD
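Read-out: endpoint 1-AMA fluorescence, excitation 380 nm and emission 535 nm, after compounds sit 10 min at room temperature with 10 uM horse-spleen apoferritin in 50% saturated 1-AMA/PBS. Values come from four-parameter Hill fits.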
APEX1 inh – blocks human APE1 abasic DNA cleavage; 0.35% of 350,000 active; P27695; AID 2517; Potency, µM (titrated, usually from 65.8 µM), inactives show at the highest dose activity change, negative = inhibition, hits mostly inhibitors; recombinant APE1, TAMRA/BHQ-2 abasic DNA cleavage fluorescence;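 also: potency is read from the fitted curve at half-maximal effect; plate controls were vehicle for no effect and reference inhibitor for full effect; nearly all actives have a fitted effect of over 55% in size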
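APE1 at 0.75 nM final was preincubated with compound 15 min at room temperature, then 50 nM double-stranded THF abasic-site substrate (5'-TAMRA/3'-BHQ-2) was added. Fluorescence (ex 525/em 598 nm) was read kinetically; third-minus-first read gave activity.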
12-LOX inh – blocks human arachidonate 12S-lipoxygenase. P18054. purified 12hLO, xylenol orange hydroperoxide absorbance. Potency, µM (titrated, usually from 108 µM), for the others: top-dose activity change, negative = inhibition, usual class: inhibitors. 1.1% of 580,000 active. AID 1671190; also: potency is read from the fitted curve at half-maximal effect; % is scaled to controls: 0 for no effect and ±100 for the full control effect
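Purified human 12hLO at 150 nM in 25 mM Hepes, 0.01% Triton X-100, pH 7.0, preincubated 15 min at room temperature with compound. Reaction started with 40 uM arachidonic acid, 30 min at room temperature. Hydroperoxide measured by Fe-xylenol orange, 573/405 nm absorbance ratio.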
Pol beta inh – blocks human DNA polymerase beta activity; 1.3% of 340,000 active; P06746; AID 485314; Potency, µM (titrated, usually from 114 µM), without a hit: top-dose activity change, negative = inhibition, actives largely listed as inhibitors; Pol beta primer extension/strand displacement, fluorescence kinetic; also: potency is read from the fitted curve at half-maximal effect; % is scaled to controls: 0 for no effect and ±100 for the full control effect
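10 nM enzyme + cpd, 15 min RT; start with substrate 50 nM final; read 0 min and after 10 min RT. Corrected, normalized data; 4-parameter Hill curve fit.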
ERG-DNA inh – blocks human ERG Ets domain binding to DNA. P11308. 0.028% of 370,000 active. Potency, µM (doses to about 76.9 µM), inactives show at the top dose FP activity, negative = inhibition, hits mostly inhibitors. fluorescence polarization, His-ERG Ets domain / labelled DNA; active = well fitted inhibition curve with a large enough effect in the polarisation, with a control signal flat; inconclusive = small, poorly fitted or top-dose-only effect, or effect the other way, or a change in a side signal; inactive = no such curve, though single readings can be large or run the other way; the % refers to the polarisation;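 also: polarization taken with two DNA probes labelled with fluorescein and Texas red; potency is read from the fitted curve at half-maximal effect; % of control where 0% means no effect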
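His-tagged ERG Ets domain (1 uM in the protein solution; 300mM KCl, 50mM Tris-HCl, 1mM EDTA, 1mM DTT, pH 7.5) received compound, then a probe mix of 5 nM fluorescein-DNA and 100nM Texas-615-DNA. Fluorescence polarization was read for both dyes.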
TRHR agonist – agonists of human TRH receptor; P34981; TRHR cells, calcium flux fluo-8, FDSS agonist mode; activation, % at 2 µM; 0.18% of 360,000 active; AID 493084; in the data active = activation above about 30%; also: 0% is about no effect
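Fluo-8-loaded TRHR cells; 10 s baseline, compound added, kinetic Ca2+ fluorescence read 1/s, agonist mode.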
POLI inh – inhibitors of human DNA polymerase iota; Q9UNA4; Pol iota fluorescent replication assay, 10 min; Potency, µM (top dose mostly 115 µM), for the others: at the highest dose activity, negative = inhibition, actives largely listed as inhibitors; 1% of 390,000 active; AID 588590; also: potency is read from the fitted curve at half-maximal effect
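Fluorescent replication assay read twice, at 0 min and 10 min after adding 50 nM (final) substrate. Enzyme (10 nM) and compounds were first incubated 15 min at room temperature; enzyme-free buffer wells were negative controls.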
BLM helicase inh – blocks DNA unwinding by human BLM helicase; recombinant BLM DNA unwinding, fluorescence dequenching; Potency, µM (highest dose often 56.1 µM), without a hit: at the top dose activity change, negative = inhibition, most hits filed as inhibitors; 0.2% of 350,000 active; AID 2528;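 also: potency is read from the fitted curve at half-maximal effect; plate controls were vehicle for no effect and no enzyme for full effect; nearly all actives have a fitted effect of over 35% in size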
POLK inh – DNA polymerase kappa (human) inhibition. Q9UBT6. purified Pol kappa, fluorescent DNA synthesis assay, 10 min. Potency, µM (doses to about 107 µM), for inactives: top-dose activity, negative = inhibition, hits mostly inhibitors. 0.53% of 400,000 active; also: potency is read from the fitted curve at half-maximal effect; % is scaled to controls: 0 for no effect and ±100 for the full control effect
Target sequence (Q9UBT6 whole entry, looked up): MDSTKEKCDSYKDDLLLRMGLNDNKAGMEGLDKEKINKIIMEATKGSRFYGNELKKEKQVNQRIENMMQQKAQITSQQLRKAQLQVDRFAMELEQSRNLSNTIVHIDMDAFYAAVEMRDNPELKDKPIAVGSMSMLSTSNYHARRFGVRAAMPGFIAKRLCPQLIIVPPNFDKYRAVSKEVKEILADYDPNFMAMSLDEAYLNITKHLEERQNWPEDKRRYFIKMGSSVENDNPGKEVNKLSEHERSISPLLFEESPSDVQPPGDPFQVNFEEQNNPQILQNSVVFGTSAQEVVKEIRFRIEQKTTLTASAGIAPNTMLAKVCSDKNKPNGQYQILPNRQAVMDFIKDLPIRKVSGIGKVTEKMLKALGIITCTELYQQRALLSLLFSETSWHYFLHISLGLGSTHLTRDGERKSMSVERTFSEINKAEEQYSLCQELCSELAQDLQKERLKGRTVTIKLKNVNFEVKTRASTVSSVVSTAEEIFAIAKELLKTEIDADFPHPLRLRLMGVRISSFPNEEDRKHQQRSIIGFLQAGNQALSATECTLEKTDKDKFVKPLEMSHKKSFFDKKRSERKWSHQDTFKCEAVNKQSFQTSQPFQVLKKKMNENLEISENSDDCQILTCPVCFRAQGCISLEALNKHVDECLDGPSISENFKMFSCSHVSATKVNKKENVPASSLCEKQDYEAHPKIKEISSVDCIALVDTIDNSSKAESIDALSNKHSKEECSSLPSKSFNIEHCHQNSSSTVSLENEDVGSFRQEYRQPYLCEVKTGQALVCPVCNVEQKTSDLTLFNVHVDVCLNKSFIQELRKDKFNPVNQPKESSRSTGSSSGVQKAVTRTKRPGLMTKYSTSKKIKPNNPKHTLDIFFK
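10 nM Pol kappa preincubated 15 min at room temperature with compounds, then reaction started with substrate at 50 nM final. Fluorescence read kinetically at 0 and 10 min; buffer-only wells served as negative control.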
* marks the source's active call; other numbers are inactive results; ? = inconclusive; / = no result given; [ ] = remark or other dose. Unless noted, calls follow the shape of the dose curve; as a rule, active = well fitted curve in the direction sought with a large enough effect; inconclusive = small, poorly fitted or top-dose-only effect, or another doubt; inactive = no such curve, though single readings can be large; an effect the other way counts as inactive or inconclusive. Not all compounds are listed (hit frequency here may not be typical).

Results follow in this order: POLK inh | BLM helicase inh | Anesthetic bind | Pol beta inh | APEX1 inh | TRHR agonist | ERG-DNA inh | 12-LOX inh | POLI inh
O=C(OC(C(=O)NC1CCCC1)c1ccccn1)c1cccs1 (stereo not given)
  -13% | -3% | -10% | 0% | -2% | -0.5 | -1% | 0% | 15%
COc1ccc(N2C(N)=C(C#N)C(c3ccsc3)C3=C2CCCC3=O)c(OC)c1 (stereo not given)
  -6% | -10% | 6% | 0% | 0% | 0.3 | 0% | -9% | 12%
COc1ccc(OC)c(NC(=O)COC(=O)c2cc3c(s2)CCC3)c1
  13µM* | 16µM* | -11% | 7.9µM* | 12% | 0.0 | 2% | -18% | 3.5µM*
Cc1cc(Oc2ccccc2)nc(SCC(N)=O)n1
  3% | -2% | -6% | 6% | 2% | 0.0 | 3% | ? | -1%
Cc1cc(NC(=O)Nc2cccc([N+](=O)[O-])c2)no1
  -8% | -5% | -7% | -1% | 10% | 0.3 | -7% | -10% | 10%
Cc1ccc(NC(=O)Cn2c(=O)c3ccc(Cl)cc3n3nncc23)cc1
  -4% | -4% | 3% | 5% | / | 0.8 | 0% | -17% | 10%
Cc1cccc(NC(=O)c2ccc(Cl)nc2)n1
  -8% | 2% | -2% | 39% | -13% | 1.6 | -12% | 2% | 40%[activator]
CCOC(=O)N1CC=C2C(C#N)=C(N)C(C#N)(C#N)[C@H](c3ccc(OCC)c(OCC)c3)[C@H]2C1
  1% | -12% | ? | -14% | 1% | -0.5 | -7% | -18% | 22%
CC(C)(C)OC(=O)[C@H](Cc1ccccc1)NC(=O)c1nc[nH]c1C(=O)NC1CCN(C(=O)OC(C)(C)C)CC1
  -11% | -20% | -13% | ? | -6% | 1.7 | -12% | -5% | 10%
COc1cccc(OCCNC(=O)c2cc([N+](=O)[O-])cc([N+](=O)[O-])c2)c1
  -4% | -3% | -16% | -12% | 7% | -1.0 | -6% | -4% | 26%
CC(=O)c1cccc(S(=O)(=O)N(Cc2cc3cc4c(cc3[nH]c2=O)OCCO4)CC2CCCO2)c1 (stereo not given)
  4% | 2% | -8% | -29% | 6% | -0.1 | -6% | -12% | 37%[activator]
CC(C)c1ccc(NC(=O)C(Cc2ccccc2)NS(=O)(=O)c2ccc3c(c2)CCC(=O)N3)cc1 (stereo not given)
  -1% | -5% | -16% | 32% | / | -0.1 | 3% | -9% | 24%
O=c1sc2ccccc2c(N2CCOCC2)c1[N+](=O)[O-]
  -5% | 0% | -5% | -17% | 37% | 0.4 | 3% | ? | 80%[activator]
O=C(CNCc1ccccc1Cl)Nc1cc(S(=O)(=O)N2CCOCC2)ccc1Cl
  -10% | / | / | / | -18% | / | 11% | -44% | 8%
COc1cc(C2NC(=O)c3c(sc4c3CCN(C)C4)N2)cc(OC)c1OC (stereo not given)
  -2% | -1% | -14% | -10% | / | 0.3 | -10% | 172%[activator] | 42%[activator]
CN(c1cccc(NS(=O)(=O)c2cccc([N+](=O)[O-])c2)c1)S(C)(=O)=O
  -17% | -5% | -7% | -19% | 1% | 0.2 | -3% | 1% | 13%
COc1cc(/C=N/Nc2ccccc2[N+](=O)[O-])ccc1OC(=O)c1ccccc1F
  -3% | 0% | -10% | 5% | 2% | 0.1 | -14% | -13% | 42%[activator]
CCS(=O)(=O)N1CCC(C(=O)NCc2cccnc2)CC1
  -6% | -4% | -6% | 12% | 3% | -0.1 | / | 10% | 14%
CCC(C)NC(=O)c1cc(-c2ccccc2O)on1 (stereo not given)
  -1% | -1% | -7% | 41% | -1% | -0.4 | -2% | 41% | 46%[activator]
CC1(C)CC(=O)c2c(Cc3ccccc3)noc2C1
  -22% | -1% | ? | 12% | -5% | 0.3 | -6% | -4% | 130%[activator]

Only Anesthetic bind, APEX1 inh and 12-LOX inh, for 4 of the compounds above:
structure | Anesthetic bind | APEX1 inh | 12-LOX inh
O=C(OC(C(=O)NC1CCCC1)c1ccccn1)c1cccs1 (stereo not given) | -10% | -2% | 0%
COc1ccc(N2C(N)=C(C#N)C(c3ccsc3)C3=C2CCCC3=O)c(OC)c1 (stereo not given) | 6% | 0% | -9%
COc1ccc(OC)c(NC(=O)COC(=O)c2cc3c(s2)CCC3)c1 | -11% | 12% | -18%
Cc1cc(Oc2ccccc2)nc(SCC(N)=O)n1 | -6% | 2% | ?

Remaining list, next part
Results follow in this order: POLK inh | BLM helicase inh | Anesthetic bind | Pol beta inh | APEX1 inh | TRHR agonist | ERG-DNA inh | 12-LOX inh | POLI inh
Cc1nc(Cl)sc1C(=O)O
  0% | 4% | -6% | 30% | ? | -1.0 | 2% | -13% | 7%
Cc1ccc(NC(=O)CSCc2cc(=O)n3ccsc3n2)cc1
  -12% | -2% | -8% | 7% | 1% | 0.9 | 0% | 12% | 6%
CCN(CC)Cc1c(O)ccc2c(=O)c(-c3ccccc3)coc12
  13% | -10% | 47%[activator] | -12% | 37% | -2.1 | -2% | ? | 5%
CCn1c(SCc2cccc(C(F)(F)F)c2)nnc1-c1ccco1
  -15% | -10% | 0% | 16% | 10% | 0.0 | 7% | 50µM* | 11%
O=C(COC(=O)C1(c2ccc(Cl)cc2)CCCC1)Nc1ncc(C(F)(F)F)cc1Cl
  -14% | -9% | -12% | 0% | 1% | 1.2 | -2% | -19% | 25%
O=C(c1cc(COc2c(F)cccc2F)on1)N1CCC(c2ccccc2F)C1 (stereo not given)
  6% | -11% | ? | 15% | -3% | 6.8 | -6% | -12% | 65%[activator]
Cc1ccc(-n2nc(C)c(/C=N/NC(=O)c3cccnc3)c2Cl)cc1
  -4% | -1% | -6% | -1% | -2% | -0.1 | 2% | 9% | 16%
O=C(Nc1nccs1)c1cc(S(=O)(=O)N2CCCCC2)ccc1Cl
  -2% | -4% | -20% | 0% | 5% | -1.1 | 7% | -1% | 11%
Cc1noc(C)c1CSc1ncnc2sc3c(c12)CCCCC3
  -9% | -1% | -5% | 11% | 5% | -0.1 | -1% | 11% | 47%
CC(C)(C)N1NC(=O)Nc2ccccc2C1=O
  -2% | 1% | -9% | -7% | -3% | 0.6 | -11% | 12% | 11%
O=C(O)C/C(=C\c1cc(Br)cs1)c1nc2ccccc2o1
  -2% | -4% | 0% | 10% | 24% | -0.1 | 6% | ? | 11%
COc1ccccc1C(=O)COC(=O)c1ccc(N(C)C)cc1
  -14% | -7% | ? | 0% | -4% | -0.1 | 4% | 5% | 125%[activator]
CCOc1ccc(N(CC)S(=O)(=O)c2cccc3nsnc23)cc1
  -4% | -6% | 0% | -3% | -4% | -0.3 | 11% | 2% | 1%
CCn1c(=S)[nH]c2nc3c(cc2c1=O)CCCC3
  -10% | -1% | -11% | 17% | -1% | -0.1 | -1% | -18% | 17%
CCCCn1c(N)c(N(CC)C(=O)CSc2nnc(-c3ccco3)n2CC)c(=O)[nH]c1=O
  2% | / | / | / | 26% | 0.9 | 6% | -6% | 8%
COc1ccc(-c2nc(SCC(=O)NC3CCCCC3)n[nH]2)cc1
  11% | 3% | ? | -1% | 3% | -0.5 | -23% | -13% | 42%[activator]
O=C(Cc1cccc(NC(=O)C2CCCN(C(=O)CCc3ccccc3)C2)c1)Nc1cccc(C(=O)N2CCOCC2)c1 (stereo not given)
  -1% | / | / | / | / | / | -2% | 10% | 18%
CCOC(=O)c1c(C)c(-c2ccccc2)n(CC(=O)Nc2cccc(F)c2)c1C
  -21% | -4% | 1% | 0% | / | 0.4 | 2% | -16% | 5%
CCCS(=O)(=O)N1CCCC(C(=O)NCc2ccco2)C1 (stereo not given)
  -12% | -2% | -7% | 0% | 6% | -0.1 | 0% | 0% | ?
Cc1ccc(CNC(=O)c2c(-c3ccccc3Cl)noc2C)o1
  -4%[60.1 µM] | 0% | -14% | -1% | / | -0.7 | 5% | -24% | -6%
CCOc1ccc(NC(=O)CC2C(=O)N(c3ccccc3)C(=O)N2Cc2cccc(OC)c2)cc1 (stereo not given)
  -4% | -6% | 0% | 21% | / | -0.7 | -7% | ? | 13%
COc1ccc(CC(=O)Nc2sc3c(c2C(=O)Nc2cccc(C)c2)CCCCC3)cc1
  -8% | -9% | -7% | -6% | / | 0.2 | -7% | ? | 2%

A portion from further up:
Results follow in this order: POLK inh | BLM helicase inh | Anesthetic bind | Pol beta inh | APEX1 inh | TRHR agonist | ERG-DNA inh | 12-LOX inh | POLI inh
Cc1nc(Cl)sc1C(=O)O
  0% | 4% | -6% | 30% | ? | -1.0 | 2% | -13% | 7%
Cc1ccc(NC(=O)CSCc2cc(=O)n3ccsc3n2)cc1
  -12% | -2% | -8% | 7% | 1% | 0.9 | 0% | 12% | 6%

Quoted from the listing:
Value for Cc1nc(Cl)sc1C(=O)O under POLI inh: 7%
Value for O=C(Cc1cccc(NC(=O)C2CCCN(C(=O)CCc3ccccc3)C2)c1)Nc1cccc(C(=O)N2CCOCC2)c1 (stereo not given) under POLK inh: -1%
Value for O=C(Nc1nccs1)c1cc(S(=O)(=O)N2CCCCC2)ccc1Cl under ERG-DNA inh: 7%
